esBAF inh = blocks esBAF chromatin remodeling in mouse ES cells. Bmi1-luciferase knock-in reporter, 24 h; 100% = twice the neutral-well signal. reporter increase, % at 12.5 µM. 350,000 tested, 2% active. AID 602393; in the data active = activation above about 40%; inconclusive = no clear call, values can overlap the other calls;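 note: 0% = median of the plate's neutral control wells and 100% = double that signal; a rise in the Bmi1 reporter signal indicates esBAF inhibition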
Statin myotox sup = suppressors of simvastatin-induced myotoxicity in C2C12 myotubes. ATP luminescence, 48 h; scaled: DMSO 0, geranylgeraniol control 100. rescue of ATP level, % at 7.49 µM. 330,000 tested, 0.78% active. AID 602340;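 active = mean ATP rescue above about 67%, or every replicate alone reaching that limit, limit read from the data, passing the limit was not always enough; inconclusive = no clear call, values can overlap the other calls; inactive = mean under the limit and some replicate under it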;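 note: myotubes were challenged with 10 µM simvastatin during compound exposure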
SIRT5 block = inhibitors of human sirtuin-5 desuccinylase. Purified SirT5, succinyl-peptide AMC, trypsin-coupled fluorescence. inhibition, % at 15 µM. 330,000 tested, 1.1% active. AID 652115; in the data active = inhibition above about 15%; inconclusive = no clear call, values can overlap the other calls
Target sequence (Q9NXA8 whole entry, looked up): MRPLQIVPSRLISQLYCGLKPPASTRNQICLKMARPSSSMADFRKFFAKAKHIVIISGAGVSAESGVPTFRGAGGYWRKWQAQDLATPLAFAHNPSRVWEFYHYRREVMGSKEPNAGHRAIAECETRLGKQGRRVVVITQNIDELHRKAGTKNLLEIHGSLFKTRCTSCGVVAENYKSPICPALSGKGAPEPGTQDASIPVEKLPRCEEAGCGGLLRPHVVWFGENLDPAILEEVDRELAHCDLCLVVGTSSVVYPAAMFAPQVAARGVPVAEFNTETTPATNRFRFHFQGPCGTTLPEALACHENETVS
miR122 inh = miR-122 inhibition in Huh7 cells; 340,000 tested, 0.3% active; activation (reporter increase), % at 12.5 µM; Huh7 miR-122 Renilla luciferase sensor, 48 h; neutral wells = 0, positive control = 100; AID 602342;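 active = mean replicate activation score at least 90 and every replicate individually at or above 90; inconclusive = only one of the two criteria met; inactive = neither criterion met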;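 note: higher luciferase means less miR-122 activity so hits act as miR-122 inhibitors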
ARNT-TACC3 inh = disrupts binding between human ARNT and TACC3; AlphaScreen His-ARNT PAS-B/GST-TACC3 binding, luminescence; TACC3 fragment carries E629A point mutation; inhibition, % at 9.99 µM; 390,000 tested, 0.66% active;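 active = mean inhibition of replicates at least 50% and at least half of replicates each reaching 50%; inconclusive = half or more replicates reach 50% but mean below 50%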;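 note: 0% = complete ARNT plus TACC3 wells and 100% = ARNT alone without TACC3; many hits fall short of the cut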
Cneo AK release = Cryptococcus neoformans lysis via adenylate kinase release. C. neoformans lysis, adenylate kinase release luminescence, 4 h; normalised: neutral wells 0, clomiphene wells 100. lysis activity, % at 15 µM. 360,000 tested, 0.2% active. AID 651654;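 active = mean lysis activity across replicates of at least 80%, whatever share of replicates individually reach that level; inactive = mean lysis activity below 80%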
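Test system: log-phase Cryptococcus neoformans yeast cells; Quantity: yeast cell density of 5 × 10^6 cells/mL; Buffer or medium: YPD; Doses: single compound concentration per well; Timing: 4 h at 37 °C static, read 1 h later; Measured by: AK luminescence; Read-out basis: lysis from increased AK signal; Control set: Clomiphene as positive control.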
ERp5 inh = blocks human ERp5 reductase activity on insulin; Q15084; ERp5 insulin aggregation, absorbance 650 nm, 90 min; inhibition, % at 9.99 µM; 350,000 tested, 0.05% active;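 active = mean replicate inhibition above about 25%, with every replicate also reaching it, limit read from the data, passing the limit was not always enough; inconclusive = only one of those two criteria met; inactive = neither criterion met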
Target sequence (Q15084 whole entry, looked up): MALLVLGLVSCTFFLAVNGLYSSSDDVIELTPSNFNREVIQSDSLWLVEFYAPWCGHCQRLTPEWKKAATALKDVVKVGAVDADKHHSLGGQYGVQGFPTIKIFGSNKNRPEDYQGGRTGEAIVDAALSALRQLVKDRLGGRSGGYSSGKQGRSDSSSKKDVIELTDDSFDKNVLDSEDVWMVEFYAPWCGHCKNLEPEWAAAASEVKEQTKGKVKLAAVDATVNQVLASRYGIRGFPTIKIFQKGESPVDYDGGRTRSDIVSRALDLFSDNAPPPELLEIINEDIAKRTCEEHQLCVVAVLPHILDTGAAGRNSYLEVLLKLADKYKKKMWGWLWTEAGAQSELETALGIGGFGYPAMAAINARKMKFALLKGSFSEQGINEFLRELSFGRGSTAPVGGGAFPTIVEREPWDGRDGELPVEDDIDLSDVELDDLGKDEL
Active calls of the source: *; ? = inconclusive; . = not tested or not shown; [ ] = remark or other dose.

Second line of a record: esBAF inh	Statin myotox sup	SIRT5 block	miR122 inh	ARNT-TACC3 inh	Cneo AK release	ERp5 inh
- COc1ccc(NC(=O)NCCCN2CCN(c3ccccc3F)CC2)cc1
    -6	16	6	-1	-3	2	-2
- COc1ccccc1NC(=O)N[C@@H]1CC[C@@H](CCNS(=O)(=O)c2ccc(F)cc2)O[C@@H]1CO
    6	-7	1	.	2	1	12
- CCc1cccc(NC(=O)c2cccc(S(=O)(=O)N3CCN(C)CC3)c2)c1
    -1	6	-5	37	1	-2	3
- COc1ccc(NC(=O)Cn2nc3n(c2=S)CCC3)cc1
    -2	100*	.	-1	4	2	.
- Cc1ccc(NC(=O)c2nsc(Cl)c2Cl)cc1
    ?	1	-3	.	0	.	5
- O=C(c1nc(SCc2ccc([N+](=O)[O-])cc2)n2ccccc12)C(F)(F)F
    .	.	-6	.	0	.	2
- Cn1c(SCC(=O)NCC2CCCO2)nnc1-c1cccc(NC(=O)c2ccccc2F)c1 (configuration not stated)
    .	.	1	.	-4	.	9
- COc1ccc(/C=N/N(C(C)=O)c2nc(-c3ccc(C)cc3)cs2)cc1
    5	3	.	-2	3	10	.
- C[C@@H]1CN([C@H](C)CO)C(=O)c2cc(NC(=O)Nc3ccccc3)ccc2O[C@@H]1CN(C)S(C)(=O)=O
    -1	10	4	4[16.7 µM]	-8	0	-3
- CN(C)S(=O)(=O)c1ccc(C(=O)N2CCC(c3nc4ccccc4o3)CC2)cc1
    1	4	.	-2	-9	2	.
- Cc1ccc(C2CC(c3ccccc3)=NN2c2ccc(S(N)(=O)=O)cc2)cc1 (configuration not stated)
    5	9	-2	-1	.	-1	2
- Oc1ccc2cc(Br)ccc2c1CN1CCCC1
    3	-6	0	2	7	-6	-3
- COc1cccc(/C=C/C(=O)OCC(=O)c2c[nH]c3ccccc23)c1
    -4	20	-1	6	-4	1	-6
- Cc1cccc(NC(=O)COC(=O)c2ccccn2)c1
    -7	4	-4	1	20	1	4
- COc1ccc(NC(=O)CN(C)CC(=O)Nc2ccc(N3CCOCC3)cc2)c([N+](=O)[O-])c1
    -7	1	0	-3	-4	.	12
- Cc1ccccc1C(=O)N1CCC(C(=O)Nc2cc(C(F)(F)F)ccc2N2CCCC2)CC1
    -3	-13	0	-8	2	.	8
- COc1ccc2nc(N3C(=O)CNC3=S)sc2c1
    .	.	-2	-9	-6	-10	1
- Cc1ccccc1-n1cnc2c(sc3nc(N4CCOCC4)c4c(c32)CCCC4)c1=O
    .	.	-10	.	-2	.	3
- Cc1cc(C)c(C(O)c2ncc(-c3cccc4ccccc34)[nH]2)c(C)c1 (configuration not stated)
    -3	34	5	8	.	0	5
- COc1ccccc1CNC(=O)c1ccccc1N(C)S(C)(=O)=O
    -9	-19	0	-5	-32	-2	-1

(more compounds)
Second line of a record: esBAF inh	Statin myotox sup	SIRT5 block	miR122 inh	ARNT-TACC3 inh	Cneo AK release	ERp5 inh
- Cc1cc(C)c2c(n1)SCC(=O)N2CC(=O)NCCC1=CCCCC1
    6	-1	.	2	-9	-2	4
- CCCN(C)C[C@@H]1OCCCC[C@H](C)Oc2ccc(NC(=O)CCC(F)(F)F)cc2C(=O)N([C@H](C)CO)C[C@@H]1C
    -5	-9	3	8[16.7 µM]	4	1	-4
- CN(C)C(=O)c1cc2cc([N+](=O)[O-])ccc2s1
    -8	13	.	4	-2	-2	.
- N#Cc1c(-c2cccs2)nc(SCC(=O)c2cccs2)[nH]c1=O
    .	.	.	-1	1	1	.
- CCOC(=O)Cn1c(=O)n(Cc2ccc(OC)cc2)c(=O)c2cccnc21
    0	10	-4	.	-17	0	0
- CCOc1ccc(NS(=O)(=O)CC23CCC(CC2=O)C3(C)C)cc1 (configuration not stated)
    8	.	.	-1	4	2	.
- CO[C@H]1CN(C)C(=O)c2cc(NC(=O)C3CC3)ccc2OC[C@H](C)N(C(=O)c2cnccn2)C[C@@H]1C
    3	6	1	.	-3	51	-3
- NS(=O)(=O)c1ccc(CNC(=O)c2cc(-c3cccs3)nc3ccccc23)cc1
    -3	0	8	-4	-5	1	1
- O=C(COC(=O)c1sc2cc(F)ccc2c1Cl)Nc1ncc(Cl)cc1Cl
    .	.	2	.	24	.	3
- Cc1ccc(S(=O)(=O)Nc2ccc3c(c2)CC(=O)N([C@@H](C)CO)C[C@H](C)[C@@H](CN(C)C(=O)Nc2c(C)noc2C)O3)cc1
    3	-14	-6	4[16.7 µM]	-6	-5	13
- C[C@H](CO)N1C[C@H](C)[C@@H](CN(C)C(=O)c2ccccc2F)Oc2ncc(-c3ccncc3)cc2C1=O
    4	-9	.	-4[16.7 µM]	-2	0	-7
- Cn1c(=O)c2cc(S(=O)(=O)NCCC(=O)Nc3ccc(Cl)cc3)ccc2n(C)c1=O
    -3	25	.	7	3	-1	.
- NC(=O)C(c1ccccc1)c1ncc(C(F)(F)F)cc1Cl (configuration not stated)
    -1	-2	.	-4	-1	1	.
- COc1ccc(CNC(=O)c2ccc[nH]2)cc1Cl
    -10	22	-1	-25	-2	1	1
- Cn1c(N)c(C(=O)COC(=O)CNC(=O)c2ccc(Cl)cc2Cl)c(=O)n(C)c1=O
    .	-12	-1	-2	-4	1	1
- Cc1cccc(Cn2c(-c3ccc[nH]c3=O)nc3ccccc32)c1
    3	15	-21	25	1	-1	-1
- O=C(CN1CCN(c2cccc(C(F)(F)F)c2)CC1)NCc1ccccc1
    -3	11	-3	-5	0	1	1
- O=C([C@@H]1CCCN1C(=O)c1cccs1)N1CCN(S(=O)(=O)c2ccccc2F)CC1
    0	26	-2	0	0	1	2
- CCN(CC(=O)Nc1c(F)cccc1F)C(=O)c1cc(C)oc1C
    .	.	-5	.	0	.	-4
- NS(=O)(=O)c1ccc(NC(=S)NCc2cccs2)cc1
    .	.	2	.	4	.	7

Continuation:
Second line of a record: esBAF inh	Statin myotox sup	SIRT5 block	miR122 inh	ARNT-TACC3 inh	Cneo AK release	ERp5 inh
- O=C(NCc1ccc(Cl)cc1)C1CCN(C(=O)Cc2ccccc2)CC1
    2	3	-7	4	-2	-1	5
- CC=Cc1ccc2n(c1=O)C[C@@H]1[C@@H](CO)[C@H](C(=O)N3CCN(C)CC3)N(Cc3ccccc3OC)[C@H]21 (mixture of isomers)
    -1	-11	-2	-8[16.7 µM]	7	4	-5
- CC(C)CSc1nnc2[nH]c(=O)cc(N)n12
    -8	0	.	-6	-6	1	.
- Cc1cccc(Nc2nc(NCCO)nc(N3CCCC3)n2)c1
    -7	4	-5	.	3	-1	1
- COc1ccccc1CNC(=O)C[C@H]1C[C@@H]2c3cc(NC(=O)Nc4ccccc4F)ccc3O[C@@H]2[C@@H](CO)O1
    -1	-4	-2	0[16.7 µM]	0	-6	-2
- COC(=O)CCC(=O)Nc1ccccc1C(N)=O
    -3	12	.	6	-2	0	.
- Cc1ccc(S(=O)(=O)Nc2cccc3c2O[C@@H](CN(C)S(=O)(=O)c2ccccc2)[C@@H](C)CN([C@@H](C)CO)C3=O)cc1
    -3	3	-3	0[16.7 µM]	-3	-3	1
- Cc1cccc(NC(=O)c2ccc3nccnc3c2)c1C
    2	27	2	-4	.	0	2
- Cc1ccc(F)c(S(=O)(=O)NC(=O)C2(C)CCN2C(=O)Cc2ccccc2Cl)c1 (configuration not stated)
    -1	2	.	.	.	-2	6
- c1ccc(CCc2nc(-c3ccccn3)no2)cc1
    35	3	.	-1	4	0	.
- N#CC1=C2SCN(Cc3ccco3)CN2C(=O)CC1c1ccc(Cl)cc1 (configuration not stated)
    -3	5	.	9	1	-2	.
- Cc1ccc(Cn2cc(SCC(=O)Nc3nccs3)c3ccccc32)cc1
    38	2	7	.	.	1	-4
- O=C(NC1CCCCC1)c1ccc2c(=O)n(CC3CCCO3)c(=O)[nH]c2c1 (configuration not stated)
    -5	-7	.	.	-10	-3	.
- COc1cccc(-c2ccc([C@H]3[C@@H](CO)N(C(=O)Cc4ccncc4)[C@H]3C#N)cc2)c1
    -1	2	0	.	1	-2	3
- COc1ccc(C2/C(=C(/O)c3ccccc3)C(=O)C(=O)N2CCCN2CCOCC2)cc1 (configuration not stated)
    18	3	4	-3	4	-2	2
- O=C(c1cccc(F)c1)N1CCN(C(=O)c2cc3nc(-c4ccco4)cc(C(F)(F)F)n3n2)CC1
    6	5	-6	.	1	5	8
- CCN1C(=O)C(=O)N(CC(=O)Nc2ccccc2Oc2ccccc2)C1=O
    .	.	-2	.	1	.	2
- CCOc1ccc(CC(=O)Nc2sc(Cc3ccccc3)cc2C(N)=O)cc1OCC
    -3	13	-2	-3	.	5	1
- O=C(O)C1CCN(C(=O)c2ccccc2Cl)CC1
    -6	-1	.	-2	-5	-3	.
- CCCOc1cccc(-c2cc(-c3n[nH]c(=S)n3CC)c3ccccc3n2)c1
    -7	41	6	12	7	19	4

One compound at a time, as listed above. Values in the order: esBAF inh | Statin myotox sup | SIRT5 block | miR122 inh | ARNT-TACC3 inh | Cneo AK release | ERp5 inh
Record of `CCN1C(=O)C(=O)N(CC(=O)Nc2ccccc2Oc2ccccc2)C1=O` → . | . | -2 | . | 1 | . | 2
Record of `O=C(O)C1CCN(C(=O)c2ccccc2Cl)CC1` → -6 | -1 | . | -2 | -5 | -3 | .
Record of `COc1cccc(-c2ccc([C@H]3[C@@H](CO)N(C(=O)Cc4ccncc4)[C@H]3C#N)cc2)c1` → -1 | 2 | 0 | . | 1 | -2 | 3

Next part:
Second line of a record: esBAF inh	Statin myotox sup	SIRT5 block	miR122 inh	ARNT-TACC3 inh	Cneo AK release	ERp5 inh
- CCN1CCN(C(=O)Nc2ccc(Cc3ccc(NC(=O)N4CCN(CC)CC4)cc3)cc2)CC1
    -2	-17	-2	-7	0	1	-1
- COCCCN1C(=O)C(=O)/C(=C(/O)c2ccc(OC)cc2)C1c1cccc(OC)c1 (configuration not stated)
    -4	125*	.	-5	0	.	.
- FC(F)(F)c1ccc(Cl)c(-n2c(-c3ccco3)n[nH]c2=S)c1
    -4	33	0	-1	-2	8	0
- O=C(C1CCCCC1)N1C[C@H]2[C@@H](c3ccccc31)[C@H](CO)N2C(=O)Cc1ccccn1
    -1	4	16*	7[16.7 µM]	15	10	3
- COc1cc(OC)cc(-c2nnc(SCC(=O)N3CCOCC3)o2)c1
    5	-7	.	0	-2	-1	.
- COc1ccccc1C(=O)NC(CCSC)C(=O)NCCCSc1ccccc1 (configuration not stated)
    1	22	-1	.	3	.	8
- COC(=O)c1ccc(OCCOc2ccccc2)cc1
    46*	-6	.	7	-4	3	.
- O=C1CN(C(=O)C2CC2)c2ccccc2N1
    4	3	.	2	-1	2	.
- CCCN(CC(=O)Nc1ccc(F)c(F)c1F)C(=O)c1ccc2c(=O)n3c(nc2c1)CCC3
    2	3	-1	.	-2	5	12
- Cc1noc(C)c1NC(=O)Nc1ccc2c(c1)C(=O)N([C@H](C)CO)C[C@H](C)[C@@H](CN(C)C(=O)Nc1ccc3c(c1)OCO3)OCCCC[C@@H](C)O2
    2	.	-2	14[16.7 µM]	5	0	0
- CCOC(=O)C1=C(C)NC(=O)NC1/C=C/c1ccccc1 (configuration not stated)
    2	15	.	.	-41	12	.
- CC(C)CC1NC(=O)N(CC(=O)Nc2cc(F)ccc2F)C1=O (configuration not stated)
    -4	17	-6	-2	-2	-1	2
- Cc1ccc2oc(-c3cccc(NC(=O)c4ccc(Br)o4)c3C)nc2c1
    21	-8	-6	.	1	-3	-2
- CNC(=S)N(Cc1cccs1)Cc1cc2cc(OC)c(OC)cc2[nH]c1=O
    2	-4	-8	-4	5	4	2
- Fc1cccc(NCc2ccoc2)c1
    -9	.	.	1	-5	2	.
- CCn1c(=O)cc(C(F)(F)F)[nH]c1=S
    .	.	2	.	-6	.	-1
- O=C(O)c1cnn(-c2ccccc2)c1-c1ccncc1
    5	6	0	-5	-6	0	0
- CC(=O)Nc1cccc(C(=O)OCC(=O)NC(=O)NC2CCCC2)c1
    1	-10	0	4	.	-19	-7
- CN(C)CCN(C(=O)c1cccs1)c1nc2cc3c(cc2s1)OCCO3
    17	-4	2	-6	2	2	-1

Screening data (PubChem)
